CendR NRP1 mod – alters CendR peptide binding to human NRP-1; FAM-RPARPAR peptide binding to NRP-1, fluorescence polarization; inhibition, % at 25 µM; 0.85% of 360,000 active; AID 602438;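 active = inhibition or corrected inhibition above about 18%, plus a signal ratio from 0.5 to 1.5, limit read from the data, passing the limit was not always enough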; also: strong numbers were not always called active
LMPTP inh – blocks human LMPTP phosphatase; recombinant LMPTP-A, OMFP fluorogenic substrate, fluorescence intensity; inhibition, % at 20 µM; 0.22% of 360,000 active; AID 651560;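 active = compounds that cut the enzyme signal by at least half of the control window in the single-dose screen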;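 also: plate controls were DMSO wells with enzyme plus substrate for no effect and substrate without enzyme for full effect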
Target sequence (P24666 whole entry, looked up): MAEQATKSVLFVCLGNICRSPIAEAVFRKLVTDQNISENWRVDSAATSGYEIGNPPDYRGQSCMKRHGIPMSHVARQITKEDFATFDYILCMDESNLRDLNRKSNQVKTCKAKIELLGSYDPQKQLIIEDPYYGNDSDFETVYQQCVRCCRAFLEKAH
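Assay system: LMPTP-A enzyme. Input: 0.625 nM LMPTP-A final. Probe or stimulus: 400 µM OMFP. Compound dosing: single 20 µM dose. Schedule: 50 min dark incubation at room temperature. Detection: fluorescence intensity of OMFP turnover product. Read-out: percent inhibition versus substrate-only and uninhibited controls. Benchmarks: no-enzyme low control, uninhibited high control.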
E coli Lon inh – inhibitors of E. coli Lon protease; purified E. coli Lon protease, fluorescence polarization; inhibition, % at 7.94 µM; 0.42% of 360,000 active; in the data active = inhibition above about 13%, passing the limit was not always enough;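 also: 0% = enzyme with probe and DMSO and 100% = no enzyme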
Target sequence (P0A9M0 whole entry, looked up): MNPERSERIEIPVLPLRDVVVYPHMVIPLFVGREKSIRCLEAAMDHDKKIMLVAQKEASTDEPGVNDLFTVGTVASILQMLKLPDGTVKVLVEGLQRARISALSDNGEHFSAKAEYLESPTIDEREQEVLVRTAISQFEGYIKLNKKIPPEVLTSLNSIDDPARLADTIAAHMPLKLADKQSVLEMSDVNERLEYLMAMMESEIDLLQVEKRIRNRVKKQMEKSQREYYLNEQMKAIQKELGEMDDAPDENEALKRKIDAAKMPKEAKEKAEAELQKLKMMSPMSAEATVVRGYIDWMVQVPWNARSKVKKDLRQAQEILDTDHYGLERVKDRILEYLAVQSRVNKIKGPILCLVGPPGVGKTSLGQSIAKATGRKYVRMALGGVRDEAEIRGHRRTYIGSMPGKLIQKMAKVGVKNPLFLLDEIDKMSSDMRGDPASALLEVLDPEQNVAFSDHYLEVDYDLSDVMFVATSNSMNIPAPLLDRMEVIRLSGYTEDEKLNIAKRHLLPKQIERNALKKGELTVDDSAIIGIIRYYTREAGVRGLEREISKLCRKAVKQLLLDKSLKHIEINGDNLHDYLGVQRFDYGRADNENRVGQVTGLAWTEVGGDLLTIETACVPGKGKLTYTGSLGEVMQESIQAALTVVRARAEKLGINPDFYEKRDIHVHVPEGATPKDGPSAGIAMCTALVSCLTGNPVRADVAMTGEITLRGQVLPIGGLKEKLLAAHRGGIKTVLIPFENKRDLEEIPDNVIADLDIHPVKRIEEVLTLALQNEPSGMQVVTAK
SUMO1 PPI mod – SUMO1-SIM interaction modulation; P63165; SUMO1 binding to a labelled peptide, TR-FRET, 1 h; inhibition, % at 20 µM; 0.33% of 360,000 active; AID 602429; in the data active = inhibition above about 37%
Target sequence (P63165 whole entry, looked up): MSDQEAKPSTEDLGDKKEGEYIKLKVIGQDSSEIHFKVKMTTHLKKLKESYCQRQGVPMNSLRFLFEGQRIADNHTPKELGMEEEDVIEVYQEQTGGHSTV
STEP inh – STEP (human) phosphatase inhibition | recombinant STEP, OMFP fluorogenic substrate, fluorescence | P54829 | AID 588621 | inhibition, % at 20 µM | 0.25% of 360,000 active;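 active = inhibition at 20 µM, scaled per plate between control wells, above about 37%, limit read from the data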;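 also: 0% = DMSO with enzyme and substrate and 100% = substrate only without enzyme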
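Measure: Control-normalized % inhibition with plate pattern correction | Test system: STEP phosphatase, cell-free reaction | Medium: pH 6.0 Bis-Tris with DTT and Tween 20 | Technique: Fluorescence, 480/540 nm | Times: Reaction 20 min, ambient temperature | Doses: Single compound dose of 20 µM, 1% DMSO final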
Scp-1 inhibitor – Scp-1 (human) phosphatase inhibition; Q9GZU7; Recombinant Scp1, phosphopeptide, malachite green phosphate absorbance; inhibition, % at 20 µM; 0.88% of 340,000 active;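 active = inhibition above about 50% at 20 µM, limit read from the data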;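 also: plate controls were DMSO wells with enzyme for no effect and wells lacking enzyme for full effect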
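Test system – truncated SCP-1 phosphatase (76-261aa) · Reagent – Phosphorylated 17-residue peptide substrate · Incubation – 45 min room-temperature reaction, 5 min colour, 30 min stabiliser · Detection – colorimetric phosphate reagent with accelerator and stabiliser, absorbance at 630 nm · Measure – % inhibition at 20 µM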
TbMetRS inhib – Trypanosoma brucei MetRS inhibition. 0.4% of 360,000 active. inhibition, % at 11.9 µM. purified T. brucei MetRS, ATP depletion, Kinase-Glo luminescence. AID 624268;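 active = inhibition above a per-plate cutoff of the control wells' mean inhibition plus 3 SD, cut at about 5.5% in these data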;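 also: 0% = DMSO wells median and 100% = median of wells with control inhibitor compound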
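Assay system: T. brucei methionyl-tRNA synthetase, purified | Medium: HEPES buffer with MgCl2, KCl, DTT, spermine, BSA, pyrophosphatase | Compound: 11.9 µM single point | Incubation: 15 min enzyme-compound preincubation, 2 h reaction, 10 min detection, 25 °C | Measured by: Kinase-Glo luciferase luminescence reporting remaining unconsumed ATP | Measure: % inhibition normalized to control-well medians | Replication: Singlicate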
MsrA inhibitor – bovine MsrA inhibition; purified bovine MsrA, absorbance read-out; inhibition, % at 15.5 µM; 0.75% of 360,000 active; in the data active = inhibition above about 4.5%;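 also: 0% = vehicle wells with enzyme and 100% = reference inhibitor wells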
MsrA act – activates bovine MsrA enzyme; purified bovine MsrA, absorbance read-out; activation, % at 10.6 µM; 0.3% of 360,000 active; in the data active = activation above about 7.5%;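 also: 0% = vehicle and 100% = reference activator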
DNMT1 inh – DNMT1 (human) enzyme inhibition; inhibition (reported as % activation of signal), % at 10 µM; AID 588458; DNMT1 molecular beacon, Hinp1I cleavage, fluorescence; 0.83% of 360,000 active; P26358; in the data active = inhibition above about 50%
Numbers without * were called inactive; x = no result given.

SMILES	CendR NRP1 mod	LMPTP inh	E coli Lon inh	SUMO1 PPI mod	STEP inh	Scp-1 inhibitor	TbMetRS inhib	MsrA inhibitor	MsrA act	DNMT1 inh
Cc1ccc(C)c(OC(=O)c2cncc(Br)c2)c1	-1	-0.7	-3	1	3	-2	-0.3	0.4	-7	-1
CC(CN1CCCCC1)OC(=O)c1ccc(Cl)cc1Cl (stereo unspecified)	22*	-2.5	11	-4	-17	-10	-0.5	-0.3	-2	2
O=C1NC(=S)N/C1=C/c1cccc2ccccc12	-11	3.0	-11	-28	0	18	-1.5	2.3	-3	3
O=C(c1ccco1)N1CCN(C(=O)c2ccccc2OC(=O)C23CC4CC(CC(C4)C2)C3)CC1	20*	0.0	-2	-2	-2	1	-1.0	0.6	0	0
Cc1cc(NC(=O)CSc2nnc(Nc3ccccc3)s2)no1	9	-0.7	-2	-2	-3	18	-0.5	-0.2	0	26
CCOC(=O)C(C)On1c(-c2cccc(Cl)c2)nc2ccc([N+](=O)[O-])cc21 (stereo unspecified)	13	1.5	6	-16	6	-15	0.4	2.2	1	-12
Cc1ccc(S(N)(=O)=O)cc1NC(=O)C1CC2CCC1C2 (stereo unspecified)	-15	-1.3	1	1	-2	-9	-0.4	-0.7	-3	-1
O=C(CNC(=O)C1CCCCC1)OCC(=O)c1ccc(F)cc1	6	-0.6	-9	2	-2	-3	-0.4	-0.2	-4	1
O=C(c1ccccc1NS(=O)(=O)c1cccc2cccnc12)N1CCOCC1	11	0.1	-1	2	-4	-3	-0.3	2.0	-3	-1
CC1Cc2ccccc2N1S(=O)(=O)c1cccs1 (stereo unspecified)	-210	0.6	-10	-3	-1	-10	-0.5	-0.8	-2	-10
COc1ccc(C(=O)c2c3ccc(OC)cc3[n+]([O-])n2Cc2ccc(C(N)=O)cc2)cc1	2	0.4	-1	-25	1	2	-0.3	0.6	-6	-9
O=[N+]([O-])c1cc(Cc2ccccc2)cc(C=Nc2ccc(N3CCOCC3)cc2)c1O	-39	3.4	-23	-22	8	-10	0.4	x	5	-6
CCN(C(=O)COC(=O)c1ncc(Cl)c(Cl)c1Cl)c1c(N)n(Cc2ccccc2)c(=O)[nH]c1=O	-1	0.0	-3	2	-1	-6	-0.3	0.5	0	5
CC/C=C/C(=O)N1CC2(CC(c3cccc(NC(=O)CC(c4ccccc4)c4ccccc4)c3)=NO2)C[C@@H]1C(N)=O (stereo partly specified)	4	-0.8	4	0	4	-3	-0.4	-0.6	-3	-11
O=C(CCCCCN1C(=O)[C@@H]2Cc3ccccc3CN2C1=O)Nc1ccccc1Cl	2	1.2	6	3	-3	7	-0.9	-0.9	-11	-2
CCc1c(C)c(C#N)c2nc3ccccc3n2c1NCCOC	3	2.0	0	-16	-2	-4	-1.4	0.5	-10	8
Cn1cnnc1SCc1ccc(-c2ccc(Br)cc2)o1	-24	0.9	-11	5	0	-8	-0.4	-0.5	-1	24
Cn1nc(-c2ccccc2)c(COC(=O)c2cccc(Cl)c2)c1S(=O)(=O)c1ccccc1	2	2.2	-14	-2	0	-17	-0.3	-0.5	-4	-7
CC(C)N(Cc1cn[nH]c1-c1ccc(-c2ccccc2)cc1)Cc1nccn1C	-3	-0.5	-3	0	0	-7	-0.2	1.3	-3	-8
CCOC(=O)C1=CC[C@H]2c3c(c4ccccc4n3C)C[C@H]1N2C	14	1.4	7	-14	1	-6	-0.2	0.5	0	-4

Sorted by number of heavy atoms (high to low): some entries from above
SMILES	CendR NRP1 mod	LMPTP inh	E coli Lon inh	SUMO1 PPI mod	STEP inh	Scp-1 inhibitor	TbMetRS inhib	MsrA inhibitor	MsrA act	DNMT1 inh
CC/C=C/C(=O)N1CC2(CC(c3cccc(NC(=O)CC(c4ccccc4)c4ccccc4)c3)=NO2)C[C@@H]1C(N)=O (stereo partly specified)	4	-0.8	4	0	4	-3	-0.4	-0.6	-3	-11
O=C(c1ccco1)N1CCN(C(=O)c2ccccc2OC(=O)C23CC4CC(CC(C4)C2)C3)CC1	20*	0.0	-2	-2	-2	1	-1.0	0.6	0	0
Cn1nc(-c2ccccc2)c(COC(=O)c2cccc(Cl)c2)c1S(=O)(=O)c1ccccc1	2	2.2	-14	-2	0	-17	-0.3	-0.5	-4	-7
O=[N+]([O-])c1cc(Cc2ccccc2)cc(C=Nc2ccc(N3CCOCC3)cc2)c1O	-39	3.4	-23	-22	8	-10	0.4	x	5	-6
O=C(CCCCCN1C(=O)[C@@H]2Cc3ccccc3CN2C1=O)Nc1ccccc1Cl	2	1.2	6	3	-3	7	-0.9	-0.9	-11	-2
CC(C)N(Cc1cn[nH]c1-c1ccc(-c2ccccc2)cc1)Cc1nccn1C	-3	-0.5	-3	0	0	-7	-0.2	1.3	-3	-8
CCc1c(C)c(C#N)c2nc3ccccc3n2c1NCCOC	3	2.0	0	-16	-2	-4	-1.4	0.5	-10	8
Cc1ccc(S(N)(=O)=O)cc1NC(=O)C1CC2CCC1C2 (stereo unspecified)	-15	-1.3	1	1	-2	-9	-0.4	-0.7	-3	-1
CC(CN1CCCCC1)OC(=O)c1ccc(Cl)cc1Cl (stereo unspecified)	22*	-2.5	11	-4	-17	-10	-0.5	-0.3	-2	2

Carrying on.
SMILES	CendR NRP1 mod	LMPTP inh	E coli Lon inh	SUMO1 PPI mod	STEP inh	Scp-1 inhibitor	TbMetRS inhib	MsrA inhibitor	MsrA act	DNMT1 inh
CCS(=O)(=O)N1CCC(c2nc(-c3ccc(C(F)(F)F)cc3)no2)CC1	5	-0.5	11	0	-2	29	-0.7	0.6	-2	14
COc1ccc(C(CC(=O)O)c2ccc3c(c2)OCO3)cc1 (stereo unspecified)	2	-3.2	-7	0	-3	-9	-0.8	-0.5	-7	-2
C=CCn1c(CSc2nc3ccccc3s2)nnc1SCC(=O)NCc1cccnc1	2	-0.8	-1	-2	-3	-6	0.5	0.6	-1	5
CCOC(=O)c1c(/N=C/C2C(=O)CC(C)(C)CC2=O)sc(C)c1C	-41	-0.1	-6	-13	6	-14	-0.3	-2.1	4	2
O=C(N/N=C\c1cc(Br)c(Br)o1)c1cncc(Br)c1	1	-0.2	-2	-11	1	16	0.0	2.9	-2	1
O=C(c1c(F)c(F)c(F)c(F)c1F)N1CCc2ccccc21	1	-0.8	-2	-3	2	-4	-0.2	-0.2	-4	0
O=[N+]([O-])c1ccc(COc2cccc(CN3CCCC3)c2)cc1	-11	3.0	1	-26	-1	-5	-0.9	0.6	1	0
Clc1cccc(Cn2ncc3ccccc32)c1	-4	0.0	-2	0	0	-10	0.5	-0.2	-4	1
CC1CCCCN1C(=O)C1CC(c2ccc(F)cc2)=NO1 (stereo unspecified)	-3	-0.7	1	1	-4	-7	0.5	x	-2	8
CC1(c2ccccc2)CC(C)(C)N2C(=O)C3(C(C#N)=C(N)Oc4cc(O)ccc43)c3cccc1c32 (stereo unspecified)	-13	-0.2	0	1	2	-6	-0.3	0.7	-3	-21
Cc1cccc(C(=O)OCC(=O)c2cccc(Br)c2)c1O	8	-0.7	-6	-9	-1	-5	-0.7	0.8	-5	7
Clc1ccc(Sc2ccc(/C=N/n3cnnc3)o2)cc1	-10	1.7	-13	-12	0	12	-1.4	1.6	-11	0
CCOC(=O)CNC(=O)C(Cc1ccccc1)NS(=O)(=O)c1cccs1 (stereo unspecified)	3	0.0	-5	-2	4	-1	-0.9	-1.6	-6	-1
Cc1cc(Br)ccc1NC(=O)CNC(=O)COc1ccccc1C	0	-2.3	12	0	2	-2	0.0	-1.0	-5	-2
COC(=O)[C@@]12C[C@@H](CC(=O)N3CCOCC3)C(=O)N(Cc3ccccc3)C1=CCC(C)(C)C2	5	-1.3	x	0	x	x	0.0	0.5	x	x
CC1CC1C(=O)OCC(=O)NC(=O)c1ccccc1 (stereo unspecified)	5	-1.6	-8	-3	-3	-2	-0.4	-1.8	-2	-2
COc1c(C=O)cc2c3c1CCCN3CCC2	-7	-1.2	-21	-14	-2	-2	-1.7	0.8	-6	-3
COc1ccc(C2CC(c3ccc4ccccc4c3)=NN2C(=O)COC(=O)C2CCC(=O)N2)cc1 (stereo unspecified)	-5	1.3	-1	-22	4	-1	-0.9	-0.5	-7	-2
COc1ccccc1NC(=O)C(=O)NCCC1CCCCN1S(=O)(=O)c1cccs1 (stereo unspecified)	-2	3.3	4	2	-3	-13	-0.2	-0.4	1	-2
Cc1ccccc1-c1nnn(Cc2ccc(F)cc2Cl)n1	15	3.5	1	3	1	-16	0.6	1.1	-3	3
CCCc1nnc(NC(=S)Nc2ccccc2)s1	1	0.7	6	-4	0	2	1.6	0.2	-1	-1
O=C(NC1CCCC1)C1c2ccccc2OCC(=O)N1Cc1ccc2c(c1)OCO2 (stereo unspecified)	11	1.0	-1	8	x	x	-0.9	0.4	-9	x
CN1C[C@@H]2C(c3ccccc3)C3(c4cccnc4)CC2(C3)[C@H]1c1ccccc1 (stereo partly specified)	-6	0.7	-8	3	0	4	-0.4	0.0	0	-3
Cc1cc(C)nc(N2C(=O)CC(C(C)c3ccccc3)C2=O)n1 (stereo unspecified)	4	-1.8	-3	0	0	-2	-0.2	-0.1	1	0
COc1ccc(N(C(=O)CNS(=O)(=O)c2ccccc2)C(C(=O)NCc2ccco2)C(C)C)cc1 (stereo unspecified)	-15	-1.0	-2	-2	-1	-4	-0.1	0.2	-1	-1
Cc1ccc(F)cc1N=Cc1c(O)c2ccccc2oc1=O	-14	0.4	-5	-5	0	-5	0.2	x	-2	-5
Cc1ccccc1NC(=O)Cn1c(=O)sc2ccccc21	-4	-0.3	6	3	-1	2	-0.8	-1.0	-10	0
O=C(Cc1ccc(NC(=O)C2CCCN(C(=O)C3CCC3)C2)cc1)Nc1ccc(C(=O)N2CCOCC2)cc1 (stereo unspecified)	-1	-2.6	-10	1	4	-8	0.5	-0.5	-1	9
On1c(-c2ccccc2)nc2ccccc21	2	-1.7	1	-1	-1	-10	-0.5	0.9	-4	-1
OCC[C@H]1C[C@H](O)[C@@H](O)[C@@]2(OCCCc3ccccc32)O1	0	-2.0	-10	2	-2	-14	-0.7	1.5	-13	2
Cc1ccc(N=Cc2c(O)[nH]c3ccccc23)c([N+](=O)[O-])c1	19	10	-1	-19	1	-4	0.3	0.2	-4	59*
CCOC(=O)CNC(=S)n1cnc(N)n1	2	-0.5	-1	1	-1	-1	0.0	-0.4	1	7
CCN1C(=O)/C(=C2\SC(N3CCCCC3)=NC2=O)c2ccccc21	-9	3.6	6	-31	4	0	-0.5	0.4	-2	2
